# TIM10 inh: growth inhibitors of isogenic TIM10 control yeast, primary screen, counter-screen for tim10-1 yeast inhibitor project, luminescence, uHTS. S. cerevisiae TIM10 strain growth, BacTiter-Glo luminescence, 24 h. inhibition, % at 10 µM. hit rate 1.4% among 330,000. AID 463195, 2010;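 active = inhibition of 40% or more at the single tested concentration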;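 also: wild-type TIM10 isogenic control strain grown at permissive 25 °C; 0% = DMSO yeast wells and 100% = minimal medium wells without yeast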
# tim10-1 inh: growth inhibitors of tim10-1 mutant yeast, primary screen, luminescence, uHTS; inhibition, % at 20 µM; S. cerevisiae tim10-1 ts strain growth, BacTiter-Glo, 24 h; AID 463190, 2010; hit rate 2.2% among 330,000;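 active = inhibition of at least 40%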;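 also: mutant grown at 25 °C; 0% = DMSO wells with yeast and 100% = wells holding no yeast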
# Mdm2 MdmX PPI: inhibitors of human Mdm2-MdmX association, primary screen, cell-based, luminescence, split luciferase, SaOS-2, uHTS; Protein Mdm4 (Homo sapiens) + E3 ubiquitin-protein ligase Mdm2 (Homo sapiens), …; SaOS-2 split-luciferase Mdm2/MdmX complementation; inhibition, % at 8 µM; hit rate 3% among 330,000; AID 485346, 2010;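 active = inhibition of at least 50% at 8 µM in the primary screen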
# Target sequence (O15151 whole entry, looked up): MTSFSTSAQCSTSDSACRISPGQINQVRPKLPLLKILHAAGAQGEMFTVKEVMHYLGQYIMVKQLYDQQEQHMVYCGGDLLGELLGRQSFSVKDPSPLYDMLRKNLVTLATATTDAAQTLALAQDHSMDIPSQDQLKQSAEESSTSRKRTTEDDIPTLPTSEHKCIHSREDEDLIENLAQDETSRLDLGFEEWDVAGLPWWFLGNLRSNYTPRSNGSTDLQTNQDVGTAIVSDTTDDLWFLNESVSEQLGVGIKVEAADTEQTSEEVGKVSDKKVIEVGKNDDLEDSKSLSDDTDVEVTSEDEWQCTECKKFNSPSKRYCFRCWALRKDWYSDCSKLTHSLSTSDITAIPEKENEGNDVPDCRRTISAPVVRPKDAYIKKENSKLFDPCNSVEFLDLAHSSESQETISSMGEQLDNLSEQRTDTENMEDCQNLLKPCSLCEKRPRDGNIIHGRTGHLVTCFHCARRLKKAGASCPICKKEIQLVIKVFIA
# Target sequence (Q00987 whole entry, looked up): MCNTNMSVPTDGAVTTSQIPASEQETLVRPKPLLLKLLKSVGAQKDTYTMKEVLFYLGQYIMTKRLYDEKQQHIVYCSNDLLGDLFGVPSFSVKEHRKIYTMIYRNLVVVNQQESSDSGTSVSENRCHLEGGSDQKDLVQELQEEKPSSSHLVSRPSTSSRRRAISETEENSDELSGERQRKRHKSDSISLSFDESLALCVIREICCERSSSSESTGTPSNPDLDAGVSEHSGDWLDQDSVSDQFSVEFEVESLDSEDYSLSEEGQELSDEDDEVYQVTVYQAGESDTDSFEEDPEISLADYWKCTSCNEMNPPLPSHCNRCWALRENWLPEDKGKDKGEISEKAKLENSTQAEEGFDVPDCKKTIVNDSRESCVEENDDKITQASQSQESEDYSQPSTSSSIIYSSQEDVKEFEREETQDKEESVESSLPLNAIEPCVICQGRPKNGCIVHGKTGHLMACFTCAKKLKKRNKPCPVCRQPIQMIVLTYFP
# APJ ag: agonists of human apelin receptor APJ, primary screen, CHO-K1 cells, PathHunter beta-arrestin, luminescence; AID 2520, 2010; P35414; activation, % at 20 µM; 0% DMSO wells, 100% apelin; hit rate 0.11% among 330,000;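 active = activation more than six SD over the plate average, tested at 20 µM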;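 also: 0% = DMSO alone and 100% = apelin-13 at 10 nM; some results filed as inactive read as strong as hits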
#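 assay system = CHO-K1 APJ beta-arrestin complementation cell line | input = cell density 1000 per well | dosing = compound 20 µM once, DMSO 1% | timing = compound 90 min 25 °C, reagent 1 h | measured by = luminescence from split beta-galactosidase complementation, Galacton Star/Emerald II substrate | read-out basis = APJ agonist activity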
# XBP1 UPR activ: activators of adaptive XBP1 UPR arm, primary screen, cell-based, CHO-XBP1 luciferase reporter, luminescence, uHTS; activation, % at 20 µM; hit rate 0.33% among 330,000; IRE1-XBP1 UPR activation; percent of tunicamycin response, DMSO as zero; AID 463104, 2010;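 active = versus positive control, 20 µM dose yields 30% or more activation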;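 also: 100% = tunicamycin at 10 µg/mL and 0% = DMSO only wells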
#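 Material: CHO-XBP1 cells stably carrying IRE1-XBP1-driven luciferase reporter | Medium: F12 with 10% serum | Compound dosing: 20 µM single concentration, DMSO 1% | Incubation: Overnight seeding at 37 °C, 6 h compound treatment at 37 °C | Detection: Steady-Glo luminescence read | Read-out basis: % activation of reporter signal versus tunicamycin and DMSO controls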
# CXCR6 block: CXCR6 receptor inhibitors, primary screen, cell-based, beta-arrestin, luminescence, CHO-K1 PathHunter, 1536-well; hit rate 0.36% among 360,000; inhibition, % at 20 µM; in the data active = inhibition above about 34%, passing the limit was not always enough;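 also: antagonist mode with CXCL16 agonist at 10 nM final; 0% = 10 nM CXCL16 with DMSO and 100% = unstimulated wells without agonist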
# tim23-1 inh: growth inhibitors of tim23-1 mutant yeast, primary screen, luminescence, uHTS; S. cerevisiae tim23-1 growth, BacTiter-Glo luminescence, 24 h; inhibition, % at 20 µM; hit rate 1.3% among 330,000;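 active = growth inhibition of the mutant yeast at or above 50%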;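 also: temperature-sensitive mutant grown at 25 °C; plate controls were DMSO-treated mutant yeast for no effect and medium wells lacking yeast for full effect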
# APJ antagonist: antagonists of human apelin receptor APJ, primary screen, CHO-K1 cells, beta-arrestin complementation, luminescence | P35414 | inhibition, % at 20 µM | hit rate 0.32% among 330,000 | AID 2521, 2010;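 active = inhibition above about 40% at 20 µM, limit read from the data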;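 also: cells challenged with 10 nM apelin-13 agonist together with compound; plate controls were apelin-13 plus DMSO wells for no effect and DMSO wells lacking apelin-13 for full effect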
# UPR CHOP act: activators of apoptotic CHOP UPR arm, primary screen, cell-based, CHO-CHOP luciferase reporter, luminescence, uHTS; activation, % at 10 µM; hit rate 0.34% among 330,000; AID 449763, 2010; UPR activation; percent of tunicamycin response over DMSO baseline;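 active = at 10 µM dose, activation of 40% or more, normalized to positive control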;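 also: 100% = tunicamycin at 10 µg/mL and 0% = DMSO alone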
#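 Evaluation: % reporter activation, DMSO baseline versus tunicamycin full activation; System: CHO-CHOP luciferase reporter cell line; Input: 500 cells/well; Incubation: 6 h compound treatment, 37 °C; Measured by: Steady-Glo luciferase luminescence; Dosing: one dose, 10 µM in 0.5% DMSO; Buffer or medium: F12 medium, 10% FBS; Benchmarks: positive tunicamycin 10 µg/mL, negative DMSO alone.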
# Numbers without * were called inactive; · = not tested or not shown. Some of the compounds tested (hit frequency here may not be typical).
SMILES,TIM10 inh,tim10-1 inh,Mdm2 MdmX PPI,APJ ag,XBP1 UPR activ,CXCR6 block,tim23-1 inh,APJ antagonist,UPR CHOP act
Cc1ccc(CNC(=O)C2CCCN(S(=O)(=O)c3c(C)noc3C)C2)cc1 (stereo not given),20,14,3,-6,-1,1,15,10,-2.0
CN1CCN(C2=C(Cl)C(=O)N(c3ccc(Cl)cc3)C2=O)CC1,-5,-4,8,-4,-1,-3,5,-4,-0.9
CCC(=O)N(Cc1ccco1)c1nc(-c2ccc(OC)cc2)cs1,-4,-9,13,-3,7,29,-5,2,2.2
COc1ccc(C(=O)O)cc1S(=O)(=O)Nc1ccccc1C(=O)NCc1ccc2c(c1)OCO2,7,2,-7,-4,0,4,12,-1,0.2
COc1ccccc1N1CCN(Cc2cc(=O)c(OCC(=O)NC3CCCC3)co2)CC1,5,3,5,-2,-1,8,-9,-4,0.9
COCC(C)NC(=O)CSc1nc2cc(S(=O)(=O)N3CCCCC3)ccc2o1 (stereo not given),16,12,-1,-5,0,2,18,30,2.6
CN1CCN(c2nnc(-c3ccccc3)c(-c3ccccc3)n2)CC1,1,7,18,1,-1,3,10,2,0.5
O=C(O)CCCNC(=O)/C=C/c1ccco1,17,4,7,-3,-2,7,3,1,-0.3
CC(NCc1ccc([N+](=O)[O-])cc1)C1COc2ccccc2O1 (stereo not given),6,-23,18,-2,1,-8,-9,7,3.6
O=C(C1CCN(CC2CC=CCC2)CC1)N(CCc1ccccc1)Cc1ccccc1 (stereo not given),-2,5,5,-4,-1,3,2,13,-0.2
CC(C)(C)c1ccc(C(=O)Nc2cnccn2)cc1,-1,17,-128,-5,-1,-1,29,-23,-2.3
CC(C)N1CCN(Cc2nc(-c3ccccc3)cs2)CC1CCO (stereo not given),3,18,-9,-2,1,3,9,0,1.1
Nc1nnc(SCC(=O)NC2CCCCCC2)s1,-11,-15,-5,-5,-1,5,-11,17,1.2
NC(=O)C1CCN(CC(=O)Nc2ccc(S(=O)(=O)N3CCOCC3)cc2)CC1,5,-12,31,-1,9,-3,-1,-12,-0.7
O=C1/C(=C/c2cccc(F)c2)Oc2cc(O)ccc21,24,52*,8,-3,-4,6,52*,9,1.7
Cc1ccc(Cn2nc(C)c(NC(=O)c3noc4c3CCCCC4)c2C)cc1,8,23,12,-3,-2,-5,30,5,0.6
COCCCNC(=S)N(CCCO)Cc1cc2cc3c(cc2[nH]c1=O)OCO3,0,15,-32,5,-4,-13,16,-11,-0.4
CCN(CC)S(=O)(=O)c1cccc(N=NC2=C(O)CCCC2=O)c1,21,9,0,3,3,16,17,0,3.9
O=C(CSc1nc(C2CC2)nc2sc3c(c12)CCCC3)NCc1ccco1,-25,-10,25,0,-3,-5,8,-1,1.2
CC(=O)c1ccc(OCCCC(=O)Nc2cccc(S(=O)(=O)N3CCCCC3)c2)cc1,0,22,26,-4,-4,-9,13,-21,-1.5
O=C(CNS(=O)(=O)c1ccccc1)NNC(=O)C(Cl)Cl,3,3,2,-1,0,-5,-4,1,-0.8
CC(C)(C)n1nc2c(c1NC(=O)c1ccccc1F)CS(=O)C2 (stereo not given),15,-5,-6,-1,2,-7,17,1,-1.3
CC1(C)CC(=O)C=C(Nc2ccc(O)c(C(=O)O)c2)C1,16,3,0,0,-4,-11,6,-1,2.4
Cc1cc(C)n(CCNC(=O)C2CCC(=O)N(CC3CCCCC3)C2)n1 (stereo not given),7,2,1,-6,-1,2,3,-10,0.8
CC(Sc1n[nH]c(=O)n1Cc1ccccc1)C(=O)NCC1CCCO1 (stereo not given),12,-7,0,-5,-1,-6,-10,-44,0.4
COc1ccc(Cl)cc1NC(=O)CN1CCN(S(=O)(=O)N2CCOCC2)CC1,20,9,29,-1,-5,-16,11,5,0.9
COC(=O)c1ccc(CSc2nnc(NC(=O)c3cc4c(s3)CCCC4)s2)cc1,-17,-33,49,-2,7,1,-8,-18,-1.4
O=C(Nc1ccc2ccccc2n1)C1CCCCC1,-15,-6,-101,0,0,2,15,-2,5.4
O=[N+]([O-])c1cc(C(F)(F)F)ccc1N/N=C/c1cc2ccccc2nc1Cl,-1,17,-13,-1,0,·,10,8,-0.5
CC1CCN(CCNC(=O)CN(C)S(=O)(=O)c2cccc3nsnc23)CC1,-2,4,-27,8,0,-3,14,11,-0.4
CCOc1ccc(C2CC(c3ccccc3C)n3ncnc3N2)cc1 (stereo not given),11,15,5,-5,-1,15,39,10,1.2
CC1CC(C)CN(CCOCCSc2ccccc2)C1 (stereo not given),-32,-9,-10,-3,-2,-1,13,5,-1.3
CCc1ccc(C(=O)N/N=C/c2cccc3ccccc23)nc1,-5,-2,-87,4,3,-6,8,15,6.2
CC(C)C1=C2CCCCC2NC(=O)N1 (stereo not given),-4,-17,-17,3,-3,-5,1,0,0.9
Cc1nn(C(=O)c2cccs2)c(C)c1CN1C(=O)c2ccccc2C1=O,-2,11,16,7,15,4,18,-15,4.3
O=C(N/N=C/c1ccc(Br)o1)c1cccnc1,-1,-10,23,-2,-1,-12,-12,8,-3.6
Cc1ccccc1-c1nc2cc(Cl)ccc2o1,-10,12,-8,-2,5,-5,-2,9,1.8
Cc1ccc(C2=NN(C(=O)CCCC(=O)O)C(c3ccco3)C2)cc1 (stereo not given),-6,11,2,0,2,-9,2,4,0.6
CC(=O)Nc1ccc(N2C(=O)C3C4CC(=O)C(c5ccccc54)C3C2=O)cc1 (stereo not given),16,25,-3,0,1,3,17,-15,-0.5
COc1cccc(-c2cc(C(=O)Nc3ccccc3)c3ccccc3n2)c1,17,9,18,-1,16,1,3,17,1.0
Cc1ccccc1N(Cc1cc(=O)[nH]c2ccccc12)C(=O)C(C)C,8,13,17,-6,-2,-8,16,-6,0.4
COC(=O)c1c(CCl)noc1C(=O)NCC1CCCO1 (stereo not given),-3,11,-20,3,0,0,12,0,-1.6
CC1(C)CC2(CCO1)OC(=O)CC2C(=O)Nc1c(Cl)cccc1Cl (stereo not given),20,10,17,0,-2,-4,18,13,0.3
C=CCNC(=O)CCCCCNS(=O)(=O)c1ccc(OC)cc1,7,8,16,-4,-1,0,0,3,-2.2
CC(Sc1nc2ccccc2n1C)C(=O)Nc1ccc(N2CCOCC2)cc1 (stereo not given),-19,-4,13,-2,-4,6,11,-5,-2.5
NC(=S)Nc1ccc(F)cc1F,-4,0,26,1,-3,4,9,11,0.6
Cc1[nH]nc2c1-c1nc3ccccc3nc1C(C)(C)C2,44*,44*,50*,-2,5,-4,38,-7,1.0
Cc1ccc(N2CC(O)=C(c3ccccc3)C2=N)cc1,1,-5,-18,-2,-2,2,0,1,2.5
COc1ccccc1CNC(=O)c1ccccc1OCc1ccc(F)cc1,25,18,14,0,0,7,32,15,0.1
COc1ccc(N2C(=O)CC(Sc3nc4c(cc3C#N)CCC4)C2=O)cc1 (stereo not given),27,34,18,-3,-2,3,24,2,0.7

# Full records, looked up by structure.
# Listed for `CC1(C)CC2(CCO1)OC(=O)CC2C(=O)Nc1c(Cl)cccc1Cl` (stereo not given) → TIM10 inh: 20; tim10-1 inh: 10; Mdm2 MdmX PPI: 17; APJ ag: 0; XBP1 UPR activ: -2; CXCR6 block: -4; tim23-1 inh: 18; APJ antagonist: 13; UPR CHOP act: 0.3
# Listed for `Cc1nn(C(=O)c2cccs2)c(C)c1CN1C(=O)c2ccccc2C1=O` → TIM10 inh: -2; tim10-1 inh: 11; Mdm2 MdmX PPI: 16; APJ ag: 7; XBP1 UPR activ: 15; CXCR6 block: 4; tim23-1 inh: 18; APJ antagonist: -15; UPR CHOP act: 4.3

# (list continues)
SMILES,TIM10 inh,tim10-1 inh,Mdm2 MdmX PPI,APJ ag,XBP1 UPR activ,CXCR6 block,tim23-1 inh,APJ antagonist,UPR CHOP act
NC(=O)C(c1ccccc1)C1CCCC1 (stereo not given),4,10,10,0,-2,0,15,17,-1.5
CCC[C@H]1COCCS(=O)(=O)N1Cc1ccccc1F,14,18,-6,-4,0,3,29,-35,-0.9
CCOc1cccc(CN2CCC(n3nccc3NC(=O)C3CC3)CC2)c1O,-6,-27,11,-1,-2,7,-18,-21,1.8
COc1cc(OC)c(C(=O)/C=C/c2ccc(OCc3ccccc3)c(OC)c2)c(OC)c1,18,16,60*,-3,-5,14,19,1,2.1
COc1ccc(NCc2nnc(-c3ccccc3)o2)cc1,7,0,-3,3,-4,8,6,9,1.1
CCOC(=O)C1=C(CC)Nc2ccccc2N/C1=N\S(=O)(=O)c1cccc(C(C)=O)c1,6,-9,7,-2,-2,-12,5,-9,-1.5
COc1cc(CNC2CCCC2)cc(OC)c1,3,-4,-2,2,0,2,-5,16,-2.0

# Among those listed so far, these contain an aryl methoxy group:
SMILES,TIM10 inh,tim10-1 inh,Mdm2 MdmX PPI,APJ ag,XBP1 UPR activ,CXCR6 block,tim23-1 inh,APJ antagonist,UPR CHOP act
CCC(=O)N(Cc1ccco1)c1nc(-c2ccc(OC)cc2)cs1,-4,-9,13,-3,7,29,-5,2,2.2
COc1ccc(C(=O)O)cc1S(=O)(=O)Nc1ccccc1C(=O)NCc1ccc2c(c1)OCO2,7,2,-7,-4,0,4,12,-1,0.2
COc1ccccc1N1CCN(Cc2cc(=O)c(OCC(=O)NC3CCCC3)co2)CC1,5,3,5,-2,-1,8,-9,-4,0.9
COc1ccc(Cl)cc1NC(=O)CN1CCN(S(=O)(=O)N2CCOCC2)CC1,20,9,29,-1,-5,-16,11,5,0.9
COc1cccc(-c2cc(C(=O)Nc3ccccc3)c3ccccc3n2)c1,17,9,18,-1,16,1,3,17,1.0
C=CCNC(=O)CCCCCNS(=O)(=O)c1ccc(OC)cc1,7,8,16,-4,-1,0,0,3,-2.2
COc1ccccc1CNC(=O)c1ccccc1OCc1ccc(F)cc1,25,18,14,0,0,7,32,15,0.1
COc1ccc(N2C(=O)CC(Sc3nc4c(cc3C#N)CCC4)C2=O)cc1 (stereo not given),27,34,18,-3,-2,3,24,2,0.7
COc1cc(OC)c(C(=O)/C=C/c2ccc(OCc3ccccc3)c(OC)c2)c(OC)c1,18,16,60*,-3,-5,14,19,1,2.1
COc1ccc(NCc2nnc(-c3ccccc3)o2)cc1,7,0,-3,3,-4,8,6,9,1.1
COc1cc(CNC2CCCC2)cc(OC)c1,3,-4,-2,2,0,2,-5,16,-2.0

# High-throughput results deposited in PubChem BioAssay by Sanford-Burnham Center for Chemical Genomics.
